Screening results as filed in PubChem.
D1 agonist = activates the human D1 dopamine receptor. HEK293 T-REx D1 cells, calcium flux, agonist mode. activation, % at 2 µM. actives 1% (n = 360,000). AID 504660; in the data active = activation above about 30%; also: 0% is about no effect
Target sequence (P21728 whole entry, looked up): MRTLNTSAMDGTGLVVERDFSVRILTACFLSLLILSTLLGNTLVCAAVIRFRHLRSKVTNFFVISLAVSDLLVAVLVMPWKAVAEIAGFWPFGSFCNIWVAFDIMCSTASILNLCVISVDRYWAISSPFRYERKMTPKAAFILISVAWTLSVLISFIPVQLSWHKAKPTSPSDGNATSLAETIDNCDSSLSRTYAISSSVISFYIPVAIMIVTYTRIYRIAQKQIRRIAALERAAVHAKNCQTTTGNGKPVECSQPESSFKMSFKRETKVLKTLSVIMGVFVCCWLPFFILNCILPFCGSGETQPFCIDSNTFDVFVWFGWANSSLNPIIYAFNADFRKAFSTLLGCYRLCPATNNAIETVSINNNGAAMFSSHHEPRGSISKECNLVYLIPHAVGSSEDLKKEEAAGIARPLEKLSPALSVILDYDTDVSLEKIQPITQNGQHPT
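Tetracycline-induced HEK293 TREx D1 cells, force-coupled to calcium signalling, were dye-loaded with a no-wash calcium kit. Compound was pin-added after a 10 s baseline. Fluorescence was read kinetically at 1 cycle/s for 180 s, with calcium rises flagged as agonism.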
D1 potentiator = potentiators of human D1 dopamine receptor; P21728; potentiation, % at 10 µM; HEK293 TREx D1 cells, calcium flux, dopamine EC20 potentiation; actives 0.036% (n = 360,000); in the data active = potentiation above about 30%; also: 0% is about no effect
TRHR PAM = allosteric enhancers of human TRH receptor; TRHR cells, fluo-8 calcium fluorescence, EC20 TRH enhancement; enhancement, % at 2 µM; actives 0.66% (n = 360,000); AID 493056; in the data active = enhancement above about 30%; also: 0% is about no effect
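Enhancer read-out: after compound pinning and an initial kinetic agonist-mode read, an EC20 of TRH (10 nM final) was injected and fluo-8 calcium signal (Ex 480/Em 530) followed at 1 s/cycle for 100 cycles in TRHR-expressing cells.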
D2 potentiator = D2 dopamine receptor (human) potentiation. potentiation, % at 10 µM. HEK293 T-REx D2, calcium flux, EC20 dopamine potentiation. P14416. actives 0.34% (n = 340,000);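 active = potentiation over 3 SD above the plate norm, cut at about 30% in these data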; also: 0% is about no effect
Target sequence (P14416 whole entry, looked up): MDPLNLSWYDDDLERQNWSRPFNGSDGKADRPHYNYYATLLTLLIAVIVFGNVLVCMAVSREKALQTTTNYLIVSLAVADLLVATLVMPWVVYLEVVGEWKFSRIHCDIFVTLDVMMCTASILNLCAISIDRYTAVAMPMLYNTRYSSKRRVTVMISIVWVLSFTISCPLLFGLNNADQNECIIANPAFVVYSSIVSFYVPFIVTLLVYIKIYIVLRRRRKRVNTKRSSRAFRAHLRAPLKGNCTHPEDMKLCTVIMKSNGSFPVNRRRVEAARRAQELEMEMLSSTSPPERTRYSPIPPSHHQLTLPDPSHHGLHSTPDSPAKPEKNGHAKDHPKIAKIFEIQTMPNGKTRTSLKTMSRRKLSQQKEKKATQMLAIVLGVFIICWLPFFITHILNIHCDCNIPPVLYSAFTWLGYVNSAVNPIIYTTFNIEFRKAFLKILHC
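Calcium flux readout, no-wash dye, 1 read/s. Inducible HEK293 Trex D2 line, overnight 30 C. Compound alone 180 s (agonist flags), then EC20 dopamine, another 180 s to score potentiation.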
D1 antagonist = antagonists of human D1 dopamine receptor; P21728; HEK293 TREx D1 cells, calcium flux, dopamine EC80; hits give low values; activity change, negative = inhibition, % at 10 µM; actives 3.2% (n = 360,000); in the data active = activity change below about -30%; also: % is scaled to controls: 0 for no effect and ±100 for the full control effect
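Inducible Hek293 Trex D1 cells (tetracycline, overnight, 30 C). Calcium dye 30–90 min RT. Antagonist mode: EC80 dopamine added after 180 s compound read.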
RXFP1 antag = RXFP1 (human) relaxin receptor antagonism | Q9HBX9 | HEK293-RXFP1, relaxin-stimulated cAMP HTRF, 30 min; hits give low values | activity change, negative = inhibition, % at 57.5 µM | actives 0.59% (n = 350,000);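 active = activity change of -60% or lower, but not beyond a set lower limit; inconclusive = change between -60% and -40%, or beyond the set limit; inactive = change above -40%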; also: % is scaled to controls: 0 for no effect and ±100 for the full control effect
TRHR agonist = TRH receptor (human) agonism | actives 0.18% (n = 360,000) | AID 493084 | TRHR cells, calcium flux fluo-8, FDSS agonist mode | activation, % at 2 µM | P34981; in the data active = activation above about 30%; also: 0% is about no effect
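TRHR-expressing cells, plated overnight in medium with 10% serum, were loaded with fluo-8 calcium dye at room temperature. After a 10 s baseline, library compound was pin-added and calcium release was recorded kinetically (ex 480/em 530) as agonist response.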
RXFP1 agonist = agonists of human relaxin receptor RXFP1 | actives 0.3% (n = 370,000) | Q9HBX9 | Potency, µM (highest dose often 57.5 µM), without a hit: top-dose activation, actives largely listed as activators | HEK293T-RXFP1 cAMP TR-FRET, 30 min; response scale: percent of porcine relaxin response, buffer zero; also: potency is read from the fitted curve at half-maximal effect; % is scaled to controls: 0 for no effect and ±100 for the full control effect; nearly all actives have a fitted effect of over 60% in size; many of its hits are not listed in these tables
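cAMP rise read by TR-FRET after 30 min, 37C compound exposure (up to 58 uM) in RXFP1-transfected HEK293 cells with Ro 20174 present. EC50 from Hill-equation fits, with 29 nM porcine relaxin as 100% and buffer as basal.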
Anesthetic bind = binds horse apoferritin like a general anesthetic. P02791. apoferritin/1-aminoanthracene competitive binding, fluorescence. Potency, µM (doses to about 77.5 µM), inactives show top-dose activity change, negative = displacement, usual class: inhibitors. actives 0.074% (n = 350,000); also: potency is read from the fitted curve at half-maximal effect; % is scaled to controls: 0 for no effect and ±100 for the full control effect; nearly all actives have a fitted effect of over 20% in size
Target sequence (P02791 2-175 limits assumed): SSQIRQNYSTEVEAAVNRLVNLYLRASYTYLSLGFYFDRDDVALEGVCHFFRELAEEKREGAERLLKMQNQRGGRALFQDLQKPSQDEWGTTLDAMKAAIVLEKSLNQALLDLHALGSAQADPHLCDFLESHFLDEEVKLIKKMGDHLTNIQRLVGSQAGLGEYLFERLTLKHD
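Apoferritin-based anesthetic binding model; compound displacement of fluorescent 1-AMA measured as endpoint fluorescence after 10 minutes at room temperature, scaled to free-ligand and complex controls.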
Starred values were filed as active, the others as inactive; ? = inconclusive; nt = not tested or not shown; & = joins results of further samples; [ ] = dose if it differs, or a comment. Unless noted, calls follow the shape of the dose curve; as a rule, active = well fitted curve in the direction sought with a large enough effect; inconclusive = small, poorly fitted or top-dose-only effect, or another doubt; inactive = no such curve, though single readings can be large; an effect the other way counts as inactive or inconclusive. Not all compounds are listed; rates above refer to the full screens.

Short forms: A = D1 agonist; B = D1 potentiator; C = TRHR PAM; D = D2 potentiator; E = D1 antagonist; F = RXFP1 antag; G = TRHR agonist; H = RXFP1 agonist; I = Anesthetic bind
Cc1ccc(S(=O)(=O)N2CCN(CC(=O)N3CCOCC3)CC2)cc1
  A: 0	B: -1	C: -1	D: 10	E: -18	F: 0	G: 0.0	H: -0.8%	I: 1%
COc1cc2ccccc2cc1C(=O)Nc1ccc2oc(-c3ccc(F)cc3)nc2c1
  A: 0	B: -3	C: 4	D: -1	E: -10	F: -15	G: 1.9	H: 14%	I: 1%
CC(C)NC(=O)CN(Cc1ccc2c(c1)OCO2)C(=O)CCC(=O)Nc1ccccn1
  A: 2	B: -8	C: -7	D: 9	E: 1	F: -1	G: 0.6	H: 0.8%	I: -5%
O=S(=O)(Nc1cccc(-n2cnnn2)c1)c1cnc(Cl)c(Cl)c1
  A: 0	B: 4	C: 6	D: -6	E: -8	F: -3	G: 0.0	H: 1.3%	I: 2%
CC(C)CCn1c(SCc2c(F)cccc2Cl)nc2ccsc2c1=O
  A: 2	B: 4	C: 16	D: 11	E: -16	F: 2	G: 0.3	H: 0.1%	I: 4%
CCc1cccc(NC(=S)N2CCC(c3ccccc3)C2)c1 (configuration not stated)
  A: 0	B: -7	C: 2	D: -18	E: -17	F: -11	G: -0.4	H: 0.6%	I: -3%
CC(C)(C)c1ccc(C2(C)NC(=O)N(CC(=O)NC3CCS(=O)(=O)C3)C2=O)cc1 (configuration not stated)
  A: 5	B: 10	C: -7	D: 9	E: 17	F: 2	G: -0.1	H: 0.8%	I: nt
O=C(COC(=O)c1cc(NS(=O)(=O)c2cccs2)ccc1O)Nc1ccccc1
  A: 6	B: -8	C: -5	D: -5	E: -3	F: 1	G: 2.3	H: -0.8%	I: -5%
N#Cc1c(C(F)(F)F)cc(=O)n2c1[nH]c1ccccc12
  A: 21	B: -1	C: 13	D: 7	E: -19	F: 0	G: 1.5	H: 22%	I: nt
CCOC(=O)c1c(C)[nH]c(C(=O)COC(=O)CN2C(=O)C3CCCCC3C2=O)c1C (configuration not stated)
  A: 6	B: 1	C: 31*	D: 9	E: -16	F: -4	G: 0.4	H: 0.8%	I: ?

Reprinted at random: 3 records from the list
Short forms: A = D1 agonist; B = D1 potentiator; C = TRHR PAM; D = D2 potentiator; E = D1 antagonist; F = RXFP1 antag; G = TRHR agonist; H = RXFP1 agonist; I = Anesthetic bind
CCc1cccc(NC(=S)N2CCC(c3ccccc3)C2)c1 (configuration not stated)
  A: 0	B: -7	C: 2	D: -18	E: -17	F: -11	G: -0.4	H: 0.6%	I: -3%
N#Cc1c(C(F)(F)F)cc(=O)n2c1[nH]c1ccccc12
  A: 21	B: -1	C: 13	D: 7	E: -19	F: 0	G: 1.5	H: 22%	I: nt
CC(C)(C)c1ccc(C2(C)NC(=O)N(CC(=O)NC3CCS(=O)(=O)C3)C2=O)cc1 (configuration not stated)
  A: 5	B: 10	C: -7	D: 9	E: 17	F: 2	G: -0.1	H: 0.8%	I: nt

Later entries
Short forms: A = D1 agonist; B = D1 potentiator; C = TRHR PAM; D = D2 potentiator; E = D1 antagonist; F = RXFP1 antag; G = TRHR agonist; H = RXFP1 agonist; I = Anesthetic bind
O=C1/C(=C/c2ccc(O)c([N+](=O)[O-])c2)SC(=S)N1Cc1ccccc1
  A: 21	B: -6	C: 3	D: 10	E: 8	F: -4	G: 1.2	H: 2.8%	I: -13%
O=C(COC(=O)c1ccc(Br)o1)NCC(=O)Nc1ccc(F)cc1
  A: 2	B: -7	C: -3	D: 7	E: -9	F: 2	G: -0.2	H: 1.3%	I: nt
COc1cc2[nH]c3c(=O)n(CCN(C(C)C)C(C)C)cnc3c2cc1OC
  A: -1	B: -6	C: 3	D: 11	E: 2	F: -8	G: 0.5	H: -1.2%	I: -20%
CN1CCN(C(=S)C(=O)Nc2ccccc2)CC1
  A: 3	B: 2	C: -3	D: 11	E: 4	F: 5	G: -0.2	H: 3.8%	I: -2%
CC(C)Oc1cccc(C(=O)NC(=S)Nc2ccccc2N2CCOCC2)c1
  A: 6	B: -3	C: -7	D: -3	E: 21	F: -9	G: 0.5	H: 0.9%	I: -2%
O=C(O)C1Sc2[nH]c(=O)sc2C2c3cc(Br)ccc3OC(=O)C12 (configuration not stated)
  A: 26	B: 5	C: 4	D: -7	E: 7	F: -22	G: 8.7	H: -1.3%	I: -4%
CC(C)CN(CCNC(=O)c1cc(-c2ccc(Cl)s2)nc2ccccc12)CC(C)C
  A: 2	B: 0	C: -1	D: nt	E: 11	F: nt	G: 0.3	H: 3.8%	I: -3%
Cc1nc(N)sc1C(=O)N/N=C/c1c[nH]c2ccccc12
  A: 1	B: -7	C: -11	D: -2	E: -4	F: -8	G: 4.3	H: 0.9%	I: -6%
CCC(=O)OCCCCCCOc1ccc(C(=O)O)cc1
  A: 17	B: 1	C: -2	D: 5	E: 3	F: 4	G: 0.1	H: 0.4%	I: -6%
CCc1cc(C(=O)NNC(=O)c2csc(N3CCOCC3)n2)sc1C
  A: 2	B: 0	C: 6	D: 18	E: 8	F: 8	G: 0.1	H: 0.4%	I: nt
Cc1ccc(C[C@@H](NS(=O)(=O)c2ccc(C(=O)O)cc2)C(=O)O)cc1
  A: 3	B: -3	C: -4	D: nt	E: 1	F: nt	G: 0.3	H: 0.5%	I: -2%
O=C(NCCN1CCOCC1)c1ccncc1
  A: 2	B: -4	C: 4	D: -4	E: -1	F: -3	G: 0.7	H: 1.0%	I: -11%
Cc1ccc(CCNS(=O)(=O)c2ccc3c(c2)NC(=O)C(C)C(=O)N3)cc1 (configuration not stated)
  A: 2	B: -9	C: -3	D: -1	E: 10	F: -5	G: 0.0	H: 5.3%	I: -17%
COc1cc(/C=C(\C#N)c2nc3ccccc3[nH]2)cc(Br)c1OCc1ccc(F)cc1
  A: 4	B: -4	C: 5	D: 10	E: -17	F: -1	G: -0.2	H: 4.6%	I: -15%
O=C(COC(=O)Cc1ccc(S(=O)(=O)N2CCOCC2)s1)NCc1ccc(Cl)cc1
  A: 4	B: -4	C: -5	D: 2	E: 4	F: -11	G: 0.0	H: 0.3%	I: -13%
Cc1c(N=Cc2ccc(Cl)o2)c(=O)n(-c2ccccc2)n1C
  A: 2	B: -2	C: 3	D: -2	E: 29	F: 1	G: -0.5	H: 1.4%	I: ?
COc1ccc(CNC(=O)CN2C(=O)CSc3ccc(S(=O)(=O)N4CCCC4)cc32)cc1
  A: 1	B: 4	C: -2	D: -4	E: -2	F: -13	G: -0.2	H: 1.1%	I: -8%
Cc1ccc(/C=N/n2c(C3CCCCC3)n[nH]c2=S)o1
  A: 3	B: -5	C: 5	D: nt	E: -2	F: -12	G: 0.1	H: 0.6%	I: -16%
O=c1cc(CN2CCN(S(=O)(=O)c3ccc(Cl)cc3)CC2)nc2sc(-c3ccccc3F)nn12
  A: -1	B: -3	C: -3	D: nt	E: -37*	F: nt	G: -0.5	H: 2.1%	I: 43%[activator]
COC(=O)c1cc(NC(=O)Cn2ncc3c2-c2ccccc2OC3)cc(C(=O)OC)c1
  A: 0	B: -3	C: 0	D: -7	E: 5	F: nt	G: 0.0	H: 0.5%	I: -12%
Cc1cccc(Cn2ccc(NC(=O)c3ccc4c(c3)OCO4)n2)c1
  A: 10	B: -8	C: 2	D: 1	E: -22	F: 4	G: 1.1	H: -0.8%	I: ?
CC(C)C[C@@H](NC(=O)C1CCC(CNC(=O)[C@@H]2CCCN2C(=O)OC(C)(C)C)CC1)C(=O)O (some centres not stated)
  A: 2	B: -5	C: -1	D: 19	E: -5	F: 4	G: 0.4	H: -1.7%	I: 3%
COc1ccc(C(O)CNc2ccc(C)cc2)cc1 (configuration not stated)
  A: 5	B: -1	C: 5	D: -3	E: -7	F: -5	G: 1.3	H: 0.8%	I: -14%
CCc1cccc(C)c1NC(=O)c1cc(=O)[nH]c2ccc(S(=O)(=O)N3CCOCC3)cc12
  A: 0	B: -10	C: 1	D: 6	E: 14	F: 4	G: 0.2	H: 7.2%	I: nt
COc1ccc(-c2cnc(C)o2)cc1S(=O)(=O)Nc1ccc(C)c(N(C)C)c1
  A: 1	B: -1	C: -2	D: 8	E: 5	F: nt	G: -0.1	H: 0.3%	I: 7%
CC(C)(C)c1ccc(C(=O)NCCOc2ccccc2F)cc1
  A: 1	B: -3	C: -12	D: 3	E: 8	F: -12	G: 1.2	H: -1.8%	I: -20%
Cc1nc(SCCO)c([N+](=O)[O-])[nH]1
  A: 0	B: -3	C: 1	D: 1	E: 59	F: 2	G: 1.1	H: 0.3%	I: -10%
O=C(Nc1cc(Cl)ccc1Cl)c1cc2nc(-c3ccc4c(c3)OCO4)cc(C(F)(F)F)n2n1
  A: 1	B: 1	C: 2	D: 14	E: -3	F: -1	G: 0.7	H: -0.6%	I: 2%
O=C(Nc1ccccc1)NC1(C(=O)N2CCC(O)CC2)CCCCC1
  A: 1	B: -4	C: 0	D: 4	E: 7	F: -22	G: 0.8	H: -0.3%	I: -3%
CC(=O)Nc1cc(C(=O)NCc2ccc(F)cc2)ccc1S(=O)(=O)c1ccc(C)cc1
  A: -4	B: 1	C: 1	D: -17	E: -67*	F: nt	G: -1.0	H: -2.9%	I: 4%
O=C(CC1C(=O)NCCN1Cc1ccc(F)cc1)NCCOc1cccnc1 (configuration not stated)
  A: 0	B: 5	C: 3	D: 6	E: -3	F: -7	G: 0.5	H: -0.6%	I: -1%
O=C(Nc1ccc2nc(-c3ccccn3)[nH]c2c1)C1CCCCC1
  A: 2	B: -3	C: -1	D: -2	E: -26	F: 2	G: -0.2	H: -0.3%	I: -3%
CCOC(=O)C1CCN(c2c(N3CCN(Cc4ccccc4)CC3)c(=O)c2=O)CC1
  A: 1	B: -1	C: -5	D: -5	E: -7	F: nt	G: -0.3	H: -0.8%	I: -5%
CCCCc1nc2n[nH]c(N)c2c2c1CCCC2
  A: 0	B: 4	C: 10	D: 5	E: 9	F: -12	G: -0.9	H: 1.4%	I: -14%
CCOC(=O)c1[nH]c(C)c(C(=O)C(C)C)c1C
  A: 0	B: 6	C: 6	D: 15	E: -4	F: 5	G: 0.1	H: 1.3%	I: -5%
CCCCN(C)CCNC(=O)CN1C(=O)CSc2ccc(S(=O)(=O)N3CCCCC3)cc21
  A: 1&-5	B: -4&-4	C: -6&3	D: -12&2	E: 7&-24	F: 4	G: 0.7&-0.2	H: -0.3%&6.0%	I: ?
Cc1cccc(Nc2ncccc2C(=O)NCc2cccs2)c1C
  A: 4	B: 3	C: 16	D: 8	E: -6	F: 6	G: -0.6	H: 0.8%	I: -10%
COc1cc(/C=N\NS(=O)(=O)c2ccccc2)cc(OC)c1OC
  A: 1	B: -16	C: 1	D: 10	E: -10	F: 6	G: 0.3	H: 0.1%	I: -3%
